Screening results from PubChem BioAssay.
PGC1a acetyl inh – modulators of PGC1a acetylation. inhibition, % at 15.6 µM. actives 0.17% (n = 350,000). AID 651687. U2OS PGC1a acetylation, AlphaScreen anti-acetyl-lysine; with virally co-expressed GCN5 acetyltransferase;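 active = every replicate shows inhibition of at least 40%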;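 also: 0% = neutral control wells and 100% = positive control wells; some results beyond the cut were filed as inactive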
Cneo AK release – Cryptococcus neoformans lysis via adenylate kinase release. C. neoformans lysis, adenylate kinase release luminescence, 4 h; normalised: neutral wells 0, clomiphene wells 100. lysis activity, % at 15 µM. actives 0.2% (n = 360,000);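 active = mean lysis activity across replicates of at least 80%, whatever share of replicates individually reach that level; inactive = mean lysis activity below 80%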
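Signal: Adenylate kinase release luminescence | Assay system: Log-phase Cryptococcus neoformans yeast cells | Input: Cells at 5 × 10^6 per mL | Buffer or medium: Fresh YPD growth medium | Compound: Single dose | Schedule: Static 4 h at 37 °C with compound, 1 h detection | Controls: Clomiphene | Read-out: Luminescence rise reflecting yeast cell lysis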
Xi reactivation – reactivates the inactive X chromosome in mouse fibroblasts. AID 743238. activation, % at 7.58 µM. XiGFP mouse fibroblasts, % GFP-positive cells imaging, 3 d; cells co-treated with 5-aza-dC sensitizer; scaled so ellipticine positive control = 100%. actives 0.055% (n = 360,000);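 active = mean normalized replicate activation at least 10% and every replicate at or above 10%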;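 also: 0% = median of on-plate neutral control wells and 100% = ellipticine 6 µM median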
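Material: XiGFP fibroblasts, SV40-immortalized. Buffer or medium: DMEM plus 5-aza-dC sensitizer. Compound: single concentration per compound, delivered by pin transfer. Times: 3 days compound exposure. Controls: ellipticine 6 µM.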
S100A4 inh HTS – S100A4-myosin IIA interaction inhibition. P26447. S100A4/TAMRA-MyoIIA peptide fluorescence polarization. inhibition, % at 10.7 µM. actives 0.14% (n = 360,000). AID 652163;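 active = mean inhibition of at least 70% across replicates, with every replicate also reaching that level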
Target sequence (P26447 whole entry, looked up): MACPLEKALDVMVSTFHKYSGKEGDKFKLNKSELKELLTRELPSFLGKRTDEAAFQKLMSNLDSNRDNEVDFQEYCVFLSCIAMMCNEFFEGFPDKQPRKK
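System – human S100A4 monomer protein, biochemical binding assay · Buffer or medium – Calcium-containing HEPES buffer, pH 7.2 · Timing – 5 min between mix addition and reading · Also added – TAMRA-labelled myosin IIA heavy-chain peptide probe, 5 nM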
Statin myotox sup – suppression of simvastatin myotoxicity. rescue of ATP level, % at 7.49 µM. C2C12 myotubes + simvastatin, ATP luminescence, 48 h; scaled: DMSO 0, geranylgeraniol control 100. actives 0.78% (n = 330,000);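 active = mean ATP rescue above about 67%, or every replicate alone reaching that limit, limit read from the data, passing the limit was not always enough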;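 also: myotubes were challenged with 10 µM simvastatin during compound exposure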
ERAP1 HTS inh – inhibitors of human ERAP1 aminopeptidase; Q9NZ08; recombinant ERAP1, Leu-AMC fluorescence, 60 min; inhibition, % at 10.7 µM; actives 0.15% (n = 340,000); AID 652197;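 active = mean replicate inhibition of at least 30%, or all replicates individually reaching that 30% level; inactive = mean below 30% and not every replicate reaching it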;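 also: 0% = neutral control wells and 100% = L-leucinethiol positive control wells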
SIRT5 inh – inhibitors of human sirtuin-5 desuccinylase; actives 1.1% (n = 330,000); inhibition, % at 15 µM; Purified SirT5, succinyl-peptide AMC, trypsin-coupled fluorescence; in the data active = inhibition above about 15%
Target sequence (Q9NXA8 whole entry, looked up): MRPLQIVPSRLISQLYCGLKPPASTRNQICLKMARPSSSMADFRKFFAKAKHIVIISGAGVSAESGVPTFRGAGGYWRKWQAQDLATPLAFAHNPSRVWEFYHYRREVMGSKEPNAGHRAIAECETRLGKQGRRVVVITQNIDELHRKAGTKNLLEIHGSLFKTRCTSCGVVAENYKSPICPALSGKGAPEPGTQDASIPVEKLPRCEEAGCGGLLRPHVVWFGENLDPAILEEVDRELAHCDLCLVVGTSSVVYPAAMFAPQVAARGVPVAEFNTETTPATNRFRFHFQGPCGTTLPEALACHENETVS
LGR2 inh – Drosophila LGR2 receptor signaling inhibition | actives 0.35% (n = 380,000) | HEK293 LGR2, CRE-luciferase, bursicon-stimulated, 4 h | inhibition, % at 9.99 µM;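 active = drop in luminescence signal, shown as inhibition above about 50% in the replicate tests, limit read from the data, passing the limit was not always enough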;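 also: agonist challenge used bursicon conditioned medium at about half maximal strength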
The depositor's hits bear a star; . = not tested or not shown. These rows are one share of the data. The share of hits here may be higher or lower than overall.

entry | mol | PGC1a acetyl inh | Cneo AK release | Xi reactivation | S100A4 inh HTS | Statin myotox sup | ERAP1 HTS inh | SIRT5 inh | LGR2 inh
1 | Cc1ccc(SCC(=O)OCC(=O)NCCc2ccccc2)cc1 | 9 | -1 | -0.1 | -3 | 12 | -1 | 3 | 1
2 | O=C(Cc1ccccc1)Nc1ccc(Br)c(Cl)c1 | . | . | 0.5 | -3 | . | 0 | -7 | -15
3 | CCOc1ccc(N(CC)S(=O)(=O)c2cccc3nsnc23)cc1 | -15 | 0 | 0.0 | -4 | -6 | -1 | 5 | 12
4 | O=C(CCN1C(=O)/C(=C\c2ccccc2F)SC1=S)N1CCCCC1 | 4 | 2 | 0.5 | 0 | . | -3 | 5 | 9
5 | CC(C)C(=O)N1CCN(c2ccccc2N)CC1 | -6 | 4 | -0.1 | -1 | 7 | 1 | 0 | 5
6 | Cc1c(CN2CCCC(C(=O)c3cccc(Cl)c3)C2)c(=O)n(-c2ccccc2)n1C (configuration not stated) | -6 | 1 | 0.0 | 1 | 4 | -3 | 1 | 0
7 | COC(=O)CN1C(=O)CSc2ccc(S(=O)(=O)N3CCC(C)CC3)cc21 | . | 0 | 0.0 | 10 | -12 | 2 | 5 | 11
8 | C[C@H]1CN([C@@H](C)CO)C(=O)Cc2cc(N(C)C)ccc2O[C@@H]1CN(C)S(=O)(=O)c1cn(C)cn1 | 4 | -3 | -0.9 | 15 | -3 | -1 | . | -2
9 | Cc1ccc(S(=O)(=O)N2CCN(C(=O)CCn3nc(C)c(C)c3C)CC2)cc1C | . | 0 | 0.1 | -2 | -8 | 0 | 0 | -5
10 | CN(C(=O)COC(=O)c1ccccc1Nc1ccccc1)c1c(N)n(Cc2ccccc2)c(=O)[nH]c1=O | -2 | 1 | 0.1 | 4 | 13 | 0 | 9 | 13
11 | c1ccc(-c2nc3ccccn3c2-c2ccccc2)cc1 | . | . | 0.3 | -1 | . | 1 | -3 | -1
12 | O=C(CSc1ccccc1F)NCC1(N2CCCCC2)CCCCC1 | 1 | -3 | 0.1 | -17 | -9 | 1 | -2 | -7
13 | COCC(=O)N(C)C[C@H]1Oc2cc(C#Cc3ccccc3)ccc2S(=O)(=O)N([C@@H](C)CO)C[C@@H]1C | -1 | -2 | 0.1 | 11 | -7 | 0 | 10 | 2
14 | O=C(Cc1nnc(NC(=O)Nc2ccc(Cl)cc2)s1)NCc1ccccc1 | . | . | -0.1 | 3 | . | 1 | 38* | 8
15 | CC1(C)CC(CCN)(Cc2ccccc2Cl)CCO1 (configuration not stated) | 3 | -1 | 0.0 | 1 | . | 8 | 0 | .
16 | CCCc1nc2ccc(Cl)cn2c1Cc1ccccc1 | 10 | 3 | 0.7 | 5 | 6 | -3 | -7 | -34
17 | O=C(COC(=O)c1ccc([N+](=O)[O-])o1)Nc1ccc2c(c1)OC(F)(F)O2 | 5 | -1 | 0.0 | -3 | 5 | -5 | . | -10
18 | CCOC(=O)CC(=O)CSc1nc(-c2ccccc2)cc(-c2ccc(Cl)cc2)c1C#N | 1 | -1 | . | . | -4 | . | . | -2
19 | COc1ccc(NC(=O)Nc2ccc3c(c2)C(=O)N([C@H](C)CO)C[C@@H](C)[C@H](CN(C)C(=O)NC2CCCCC2)OCCCC[C@H](C)O3)cc1 | -13 | 55 | -0.4 | 1 | . | -1 | 11 | -6
20 | COC(=O)C[C@H]1CC[C@H]2[C@H](COc3ccc(NC(=O)c4cc(C)on4)cc3C(=O)N2C)O1 | 0 | -3 | 0.0 | 7 | -2 | -1 | 1 | -15
21 | CSc1ncccc1C(=O)Nc1ccc(C)cn1 | . | 3 | 0.1 | -7 | 3 | 3 | 0 | -11
22 | CCC(c1nnnn1-c1ccc2c(c1)OCCO2)N1CCN(C(C)=O)CC1 (configuration not stated) | . | . | 0.0 | 1 | . | -1 | 2 | -8
23 | O=C(c1cccc(F)c1)N1CCC2(CC1)NCCc1[nH]cnc12 | 9 | -1 | 0.0 | 0 | 1 | -2 | 2 | -5
24 | O=C(OCCCc1cc2ccccc2c(=O)o1)N1CCOCC1 | 5 | -5 | 0.3 | 5 | 3 | -1 | -7 | -19
25 | CCSC1=N/C(=C\C=C2/Oc3ccccc3N2CC)C(=O)S1 | -3 | 1 | 0.2 | -15 | 0 | 10 | -2 | 9
26 | CC1(C)C2CCC1(CS(=O)(=O)N1CCCC1C(=O)O)C(=O)C2 (configuration not stated) | -6 | 0 | -0.1 | -3 | 4 | -7 | -1 | -8
27 | Cc1ccc(S(=O)(=O)N2CCN(C(=O)COC(=O)c3cnc(C)cn3)CC2)c(C)c1 | 16 | . | 0.2 | 0 | 1 | -2 | -1 | -15
28 | N#Cc1sc2nc(-c3cccs3)cc(-c3ccc(Cl)cc3)c2c1N | -14 | . | . | -4 | 22 | 0 | -1 | -3
29 | O=C(c1ccc(Cl)cc1Cl)N1CCSCC1 | 20 | 1 | 0.0 | -4 | . | 1 | -5 | .
30 | Cc1ccccc1S(=O)(=O)N1CC[C@@H]2[C@H]1c1cc(C#Cc3ccccc3)ccc1N[C@@H]2CO | -4 | 5 | 0.1 | 3 | -9 | 0 | 1 | 9
31 | C#Cc1ccc([C@@H]2C=C(C(=O)N3CCCCCCC3)O[C@H](OCCCCO)C2)cc1 | . | -3 | . | -11 | . | 0 | 3 | .
32 | CCNC(=O)NC(=O)C(C)OC(=O)c1ccc(-n2nc(SC)sc2=S)cc1 (configuration not stated) | 6 | . | 0.0 | 1 | . | -6 | -5 | -9
33 | COc1ccc(C)cc1S(=O)(=O)N1CCN(C)CC1c1ccccc1 (configuration not stated) | -4 | -1 | 0.1 | -1 | 6 | 1 | -2 | -13
34 | CO[C@H]1CN(C)C(=O)c2ccc(NC(C)=O)cc2OC[C@H](C)N(C(=O)CC2CC2)C[C@@H]1C | . | . | -0.3 | 0 | . | 1 | -1 | -4
35 | O=C(Nc1ccc(Cl)cc1)N1C[C@@H]2[C@H](c3ccccc31)[C@H](CO)N2C(=O)c1ccccn1 | 2 | 0 | 0.0 | . | -1 | . | 0 | -30
36 | COCC(=O)n1nc(-c2ccc(C)cc2)nc1NCc1ccc(F)cc1 | 2 | . | 0.4 | 3 | . | -4 | . | -36
37 | NC(N)=NS(=O)(=O)c1ccc(NC(=S)NC(=O)Cc2ccc(Cl)cc2)cc1 | 3 | -1 | 0.0 | 0 | 14 | -3 | -2 | -9
38 | O=C(O/N=C/c1ccc(Br)cc1)c1ccc(F)cc1 | -2 | 0 | 0.2 | 2 | . | 4 | -4 | 5
39 | CN1C(=O)c2cc(NC(=O)C3CC3)ccc2OC[C@@H]2O[C@@H](CC(=O)NCC3CCCCC3)CC[C@H]21 | 9 | -4 | 0.0 | -27 | -6 | -1 | -5 | 18
40 | O=C(Nc1ccc2c(c1)[C@@H]1C[C@H](CC(=O)N3CCOCC3)O[C@@H](CO)[C@@H]1O2)C1CCOCC1 | -7 | -2 | 0.4 | 0 | 5 | 1 | -2 | 6
41 | Cc1cc(C)n(CCNC(=O)c2cc(COc3c(F)cccc3F)on2)n1 | -9 | 0 | 0.0 | -2 | 3 | 0 | 4 | -24
42 | Cc1cc(C)c(Cn2cnc3ccccc32)c(C)c1 | -24 | 12 | 0.0 | 5 | 0 | -2 | -5 | 2
43 | O=C(NCC[C@@H]1CC[C@H](NC(=O)C2CCOCC2)[C@H](CO)O1)c1cc(Cl)cc(Cl)c1 | -2 | -18 | 0.5 | -1 | -3 | -1 | 2 | 13
44 | COc1cccc(-c2ccc([C@@H]3[C@H](CO)N4CCCCN(S(=O)(=O)c5cn(C)cn5)C[C@@H]34)cc2)c1 | . | 0 | 0.1 | -3 | 8 | 1 | -1 | 0
45 | CCCC#Cc1cnc2c(c1)C(=O)N([C@@H](C)CO)C[C@@H](C)[C@H](CN(C)C(=O)CCN1CCCCC1)O2 | 8 | 7 | -0.9 | 3 | 3 | -1 | -11 | -8
46 | O=C(NCc1cccs1)Nc1cccs1 | . | 2 | . | -1 | 2 | 0 | -3 | -1
47 | O=C(C[C@@H]1C[C@H]2c3cc(NC(=O)C4CCOCC4)ccc3O[C@H]2[C@@H](CO)O1)NCc1ccc(Cl)cc1 | -4 | 1 | 0.0 | -3 | 5 | -1 | -2 | 1
48 | CC(C)(C)C(=O)COC(=O)c1ccccc1O | 14 | -1 | . | -2 | . | 1 | 1 | 1
49 | CC1(C)Oc2ccc3ccc(=O)oc3c2/C(=C/NNC(N)=S)C1=O | . | -1 | -0.1 | 3 | -12 | 0 | 2 | 8
50 | CNC[C@@H]1Oc2cc(C#CCN(C)C)ccc2S(=O)(=O)N([C@H](C)CO)C[C@H]1C | 15 | 4 | -1.4 | 5 | 4 | 2 | -2 | 3

Part of the list above in order of heavy-atom count, highest first.
entry | mol | PGC1a acetyl inh | Cneo AK release | Xi reactivation | S100A4 inh HTS | Statin myotox sup | ERAP1 HTS inh | SIRT5 inh | LGR2 inh
45 | CCCC#Cc1cnc2c(c1)C(=O)N([C@@H](C)CO)C[C@@H](C)[C@H](CN(C)C(=O)CCN1CCCCC1)O2 | 8 | 7 | -0.9 | 3 | 3 | -1 | -11 | -8
40 | O=C(Nc1ccc2c(c1)[C@@H]1C[C@H](CC(=O)N3CCOCC3)O[C@@H](CO)[C@@H]1O2)C1CCOCC1 | -7 | -2 | 0.4 | 0 | 5 | 1 | -2 | 6
34 | CO[C@H]1CN(C)C(=O)c2ccc(NC(C)=O)cc2OC[C@H](C)N(C(=O)CC2CC2)C[C@@H]1C | . | . | -0.3 | 0 | . | 1 | -1 | -4
43 | O=C(NCC[C@@H]1CC[C@H](NC(=O)C2CCOCC2)[C@H](CO)O1)c1cc(Cl)cc(Cl)c1 | -2 | -18 | 0.5 | -1 | -3 | -1 | 2 | 13
32 | CCNC(=O)NC(=O)C(C)OC(=O)c1ccc(-n2nc(SC)sc2=S)cc1 (configuration not stated) | 6 | . | 0.0 | 1 | . | -6 | -5 | -9
26 | CC1(C)C2CCC1(CS(=O)(=O)N1CCCC1C(=O)O)C(=O)C2 (configuration not stated) | -6 | 0 | -0.1 | -3 | 4 | -7 | -1 | -8
38 | O=C(O/N=C/c1ccc(Br)cc1)c1ccc(F)cc1 | -2 | 0 | 0.2 | 2 | . | 4 | -4 | 5
46 | O=C(NCc1cccs1)Nc1cccs1 | . | 2 | . | -1 | 2 | 0 | -3 | -1

Going on with the list.
entry | mol | PGC1a acetyl inh | Cneo AK release | Xi reactivation | S100A4 inh HTS | Statin myotox sup | ERAP1 HTS inh | SIRT5 inh | LGR2 inh
51 | O=C(CSc1nc(-c2ccccc2)c(-c2ccccc2)o1)N1CCCCC1 | . | 4 | 0.1 | -2 | . | 3 | -3 | 32
52 | CN1C(=O)c2cc(NC(=O)Nc3ccccc3F)ccc2OC[C@@H]2O[C@H](CC(=O)NCc3ccc(-c4ccccc4)cc3)CC[C@@H]21 | -5 | -1 | -0.1 | 6 | 43 | -6 | 2 | -6
53 | N=c1sc2ccccc2n1-c1ccccc1 | -6 | . | . | 1 | . | 0 | 9 | .
54 | CC(=O)N[C@H]1CC[C@H](CCNC(=O)C2CC2)O[C@H]1CO | 7 | -2 | 0.1 | 3 | 2 | -2 | -4 | 3
